# Assay outcomes: PubChem, National Center for Advancing Translational Sciences (NCATS)
# DT40 TDP1 CPT = qHTS for Inhibitors of human tyrosyl-DNA phosphodiesterase 1 (TDP1): qHTS in cells in presence of CPT | chicken DT40 Tdp1-/-;hTDP1 cells + 20 nM CPT, ATP luminescence, 48 h | Potency, µM (doses to about 46.2 µM), for the others: at the top dose activity change, negative = growth inhibition, actives largely listed as inhibitors | actives 12% (n = 420,000) | AID 686979, 2013; note: nearly all actives have a fitted effect of over 55% in size
#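 Cell growth measured by CellTiter-Glo luminescence after a minimum 48 h, 37 C compound exposure with 20 nM CPT in Tdp1-knockout DT40 cells stably expressing hTDP1, seeded 400/well; qHTS titration format.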
# N370S GC = qHTS Assay for Inhibitors and Activators of N370S glucocerebrosidase as a Potential Chaperone Treatment of Gaucher Disease; N370S GC spleen homogenate, 4MU-glucoside fluorescence; Potency, µM (series often up to 59.4 µM), for the others: at the highest dose activity change, negative = inhibition, hits mostly inhibitors; actives 0.092% (n = 330,000); Lysosomal acid glucosylceramidase (Homo sapiens), P04062;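 note: 0% = full enzyme activity and -100% = no enzyme basal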
# FEN1 inh = qHTS Assay for the Inhibitors of Human Flap endonuclease 1 (FEN1). AID 588795, 2011. actives 0.35% (n = 390,000). Recombinant FEN1 flap cleavage, fluorescence, 15 min. Potency, µM (highest dose often 114 µM), for the others: top-dose activity change, negative = inhibition, usual class: inhibitors. P39748; note: nearly all actives have a fitted effect of over 65% in size
# Target sequence (P39748 whole entry, looked up): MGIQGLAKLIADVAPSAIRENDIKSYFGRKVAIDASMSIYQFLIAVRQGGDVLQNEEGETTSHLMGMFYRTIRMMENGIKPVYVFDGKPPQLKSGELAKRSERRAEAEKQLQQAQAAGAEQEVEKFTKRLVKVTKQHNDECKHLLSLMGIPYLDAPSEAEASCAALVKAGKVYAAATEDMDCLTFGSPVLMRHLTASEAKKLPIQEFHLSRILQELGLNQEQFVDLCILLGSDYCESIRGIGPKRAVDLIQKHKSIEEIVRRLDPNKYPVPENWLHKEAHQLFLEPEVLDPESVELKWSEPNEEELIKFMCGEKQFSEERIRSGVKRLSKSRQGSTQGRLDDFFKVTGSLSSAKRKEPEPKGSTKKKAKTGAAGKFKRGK
#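 Steps: FEN1 (10 nM) dispensed; compound added by pin tool; 15 min at room temperature; substrate added to 50 nM final; reads at 0 min and 15 min; data normalized and fitted (four-parameter Hill).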
# * hit, by the source's call; ? = inconclusive; / = no result given; & = joins results of further samples. Calls come from the whole dose curve; as a rule, active = well fitted curve in the direction sought with a large enough effect; inconclusive = small, poorly fitted or top-dose-only effect, or another doubt; inactive = no such curve, though single readings can be large; an effect the other way counts as inactive or inconclusive. Unless noted, % is set by controls: 0 for no effect and ±100 for the full control effect; potency is the fitted concentration of half-maximal effect. A portion of the library; count on the stated rates, not on these rows.
# Second line of a record: DT40 TDP1 CPT, N370S GC, FEN1 inh
- N#CCCN(C(=O)COC(=O)c1ccc(S(=O)(=O)N2CCOCC2)cc1)c1ccccc1
 : -23%, /, -1%
- CC1CCCCN1CCCNc1ccc(C(CC(N)=O)NC(=O)Cc2ccc(Br)cc2)cc1[N+](=O)[O-] (configuration not stated)
 : -1%, -1%, 14%
- COCCNC(=O)c1ccc2c(=O)n(Cc3ccco3)c(SCC(=O)NC3CCCC3)nc2c1
 : -13%, 14%, -15%
- COc1cc(/C=N/NC(=O)Cn2cnc3c2c(=O)n(C)c(=O)n3C)cc(OC)c1OC
 : 23%, 2%, 1%
- CCOc1ccc(-n2c(CC)nc3c(cnn3-c3ccc(Cl)cc3)c2=O)cc1
 : 16µM*, /, -18%
- CCN(c1cccc(C)c1)S(=O)(=O)c1cc(Br)cc2c1N(C(C)=O)C(C)C2 (configuration not stated)
 : 23µM*, /, 0%
- CCOC(=O)Cn1c(=O)n(Cc2ccco2)c(=O)c2ccc(C(=O)NCCc3ccccc3)cc21
 : 18µM*, 1%, -6%
- Nc1nc(CSc2ccccc2)nc(N2CCCCC2)n1
 : -21%, -9%, 1%
- CC(=O)Nc1cccc(C(=O)/C=C/c2ccc(F)cc2)c1
 : 2.3µM*, 13%, -1%
- COc1ncnc2c1oc1nc(CC(C)C)c3c(c12)CC(C)(C)OC3
 : ?, -8%, 0%
- Cc1ccc(C)c(CN2CCC(CNC(=O)Nc3ccc(Cl)cc3)CC2)c1
 : 21µM*, -4%, 0%
- Cn1c(-c2ccc3nc(N)sc3c2)nc2cc(N)ccc21
 : ?, -7%, 56µM*
- CCSc1nnc(-c2cccnc2)n1-c1ccc(C)c(Cl)c1
 : -18%, -4%, -9%
- CCCNC(=O)Cn1cnc2sc(C(=O)N3CCN(Cc4ccc5c(c4)OCO5)CC3)c(C)c2c1=O
 : -27%, 2%, 7%
- CCC(C)(C)C1CCc2c(sc(NC(=O)C3c4ccccc4Oc4ccccc43)c2C(N)=O)C1 (configuration not stated)
 : -7%, /, 1%
- O=C(NCc1ccccc1)NC1(C(=O)N2CCN3CCCC3C2)CCCCC1 (configuration not stated)
 : -13%, 2%, 0%
- C/C(=N\NC(=O)c1cccnc1)c1nnn(-c2nonc2N)c1C
 : -6%, -3%, 20%
- CN(C)c1ccc(/C=N/NC(=O)C(=O)/C=C2\NC3(CCCC3)Cc3ccccc32)cc1
 : 26µM*, -7%, 4%
- CCOC(=O)C1CCCN(C2=NC(=O)/C(=C/c3ccc(OC)cc3OC)S2)C1 (configuration not stated)
 : ?, -1%, -14%
- Cc1ccccc1C(=O)Nc1nnc(-c2cccnc2)o1
 : -1%, -1%, 4%
- CCc1ccc(C(=O)NCc2cnn(C)c2)s1
 : ?, -6%, 0%
- Cc1ccc(OCCNC(=O)c2ccc(C)cc2)cc1
 : 1%, -8%, 1%
- COc1ccc(C(=O)COC(=O)c2nn(C)c(=O)c3ccccc23)c(OC)c1
 : -3%, -9%, -6%
- Cc1ccc(C(=O)Nc2ccc(S(=O)(=O)Nc3ncccn3)cc2)cc1[N+](=O)[O-]
 : -2%, -5%, 0%
- NC1=NC(=O)/C(=C/c2cccs2)S1
 : -11%, 26%, 3%
- CCc1ccc(-c2cc(C)no2)cc1S(=O)(=O)N1CC(=O)Nc2ccccc21
 : ?, 0%, 15%
- O=C(NCc1ccc2c(c1)OCO2)c1cc(-c2ccccn2)nc2ccccc12
 : -28%, 2%, -7%
- CCn1c2ccccc2c2cc(CC(N)=O)ccc21
 : -3%, -2%, -2%
- COc1cccc(/C=N/NC(=O)c2c(-c3ccccc3)noc2C)c1OC
 : -10%, /, -3%
- COc1ccc(N2CCN(CCCNC(=O)c3nnc(Cc4ccc(F)cc4)o3)CC2)cc1
 : 16µM*, /, 15%
- COc1ccc(CN(C)C(=O)CNC(=O)c2cccs2)c(OC)c1
 : 9%, /, -5%
- CCOC(=O)C(C)Oc1cccc2c(=O)n(CC(=O)Nc3cccc(OC)c3)ccc12 (configuration not stated)
 : -1%, -4%, 15%
- CC1Cn2c(nc(=O)c3c2NCN(CCc2ccccc2)C3)S1 (configuration not stated)
 : 4%, -7%, 2%
- CC(C)C(=O)Nc1ccc2c(c1)nc1n2CCSC1
 : 3%, 3%, -1%
- COC(=O)C(Cc1ccccc1)NC(=O)CCc1c[nH]c2ccccc12 (configuration not stated)
 : -28%, -14%, 5%
- COc1ccccc1Cc1nc2ccccc2nc1SCC(=O)Nc1cccc(Cl)c1C
 : 20%, /, -4%
- Clc1ccc(CN2CCCCCC2)cc1Cl
 : -1%, -17%, 1%
- CCN(CC)c1ccc(NC(=S)NC(=O)c2ccco2)cc1
 : 18µM*, -4%, 0%
- CCc1ccc(NC(=O)c2cnc3n(c2=O)CCS3)cc1
 : -14%, ?, -2%
- c1ccc(Nc2nc3ccccc3[nH]2)nc1
 : ?, 13%, -4%
- Cn1cccc1Cc1nnc(SCC(=O)Nc2ccc(F)cc2F)n1-c1ccc(F)cc1
 : ?, -1%, 8%
- Cc1cccc(C(=O)N[C@H](C(=O)Nc2nc(C)cs2)C(C)C)c1
 : 8.2µM*, 5%, 15%
- C/C(Cn1nc([N+](=O)[O-])cc1C)=N\NC(=O)c1cccc(Br)c1
 : -1%, 13%, 0%
- CCOc1ccccc1C(=O)N/N=C/c1coc2ccc(Cl)cc2c1=O
 : ?, -3%, -13%
- CC1CCCCN1CC(=O)Nc1ccc2c(c1)OCO2 (configuration not stated)
 : -1%, /, 19%
- CC(OC(=O)CCCN=C1NS(=O)(=O)c2ccccc21)C(=O)c1ccccc1 (configuration not stated)
 : -5%, -20%, 2%
- CCCCNC(=O)c1ccc(/C=C2\Oc3ccccc3N(C)C2=O)cc1
 : 4%, 2%, -9%
- Cc1nn(S(=O)(=O)c2ccc(C(C)(C)C)cc2)c(C)c1S(=O)(=O)N1CCOCC1
 : 10%, -3%, 2%
- O=C(NNc1ccc(O)cc1)c1ccc(Br)cc1
 : 21µM*, -3%, -22%
- CC(=O)Nc1nonc1-c1nnc(SCC(=O)Nc2c(C)cccc2C)n1-c1ccccc1
 : ?, /, -1%
- Cc1ccc(NC(=O)CN2C(=O)S/C(=C\c3ccc(OCC(=O)O)c(Br)c3)C2=O)cc1
 : -23%, -3%, ?
- CCN1CCN(c2ccc(S(=O)(=O)N3CCCCC3)cc2NC(=O)c2cccc(OC(F)F)c2)CC1
 : ?, -17%, -1%
- N/C(CC(=O)NCCOc1ccccc1)=N\O
 : -5%, 3%, -15%
- COC(=O)C1C2CC(C(Br)C2Br)C1C(=O)O (configuration not stated)
 : -5%, /, 0%
- NC(=S)N/N=C/c1ccc(-c2cc(Cl)c(Cl)cc2Cl)o1
 : 3.7µM*, 4%, 0%
- CC(C)NC(=S)N=Nc1c(O)[nH]c2ccc(C(C)C)cc12
 : 5.8µM*, -2%, 16%
- CC(/C=N/n1c(-c2cccnc2)n[nH]c1=S)=C\c1ccco1
 : 7%, -1%, -5%
- CCOc1cc(C(=O)Nc2ccc3c(c2)OCO3)ccc1OCCOc1ccccc1Cl
 : -4%, 18%, -10%
- O=C(Nc1cccnc1N1CCOCC1)c1cc2ccccc2oc1=O
 : -19%, -5%, 0%
- CCOc1ccccc1C(=O)NC1CC2CCCC(C1)N2Cc1ccc(C)cc1 (configuration not stated)
 : ?, 3%, 0%

# Next part.
# Second line of a record: DT40 TDP1 CPT, N370S GC, FEN1 inh
- O=C(Nc1nnc(-c2ccc(Cl)cc2)o1)Nc1ccccc1F
 : -16%, -2%, 2%
- CSc1nc(N)nc2c1ncn2CC(=O)NCc1ccccc1
 : ?, /, -10%
- COc1cccc(/C=N/NC(=S)NCCc2ccccc2)c1
 : ?, 7%, -19%
- CCOc1ccc(OCC(=O)OCC(=O)NNC(=O)c2ccc([N+](=O)[O-])cc2)cc1
 : 1%, -20%, -4%
- c1ccc(-c2noc(CN3CCCC(OCc4ccccn4)C3)n2)cc1 (configuration not stated)
 : 6%, -8%, 3%
- CCOc1ccc(OCC)c(NC(=O)CCS(=O)(=O)c2ccc(Br)s2)c1
 : -19%, 9%, 2%
- CCOc1ccc(C(NC(C)=O)c2cc(Cl)c3cccnc3c2O)cc1 (configuration not stated)
 : 3.2µM*, /, -12%
- O=[N+]([O-])c1cccc(P(=O)(O)c2cccc([N+](=O)[O-])c2)c1
 : 0%, -1%, -7%
- O=C(Nc1ccccc1-c1ccccc1)c1ccccc1Br
 : -18%, -1%, -5%
- CCN1C(=O)/C(=C2\Sc3ccccc3N2CC)OC1=S
 : -19%, -2%, 1%
- Cc1ccc(S(=O)(=O)N(C)C)cc1NC(=S)NC(C)CCC(C)C (configuration not stated)
 : 23µM*, 2%, -4%
- CC(=O)Nc1cc(C(=O)Nc2ccc3c(c2)N(C)C(=O)c2ccccc2S3)ccc1C
 : 1.6µM*, /, 1%
- NC(=O)[C@@H]1CC2(CC(c3cccc(NC(=O)[C@H]4CCC(=O)N4)c3)=NO2)CN1C(=O)COc1ccc(Cl)cc1 (some centres not stated)
 : -3%, 6%, -4%
- c1ccc(-c2nnc(CN3CCCCC3)o2)cc1
 : -6%, 2%, -3%
- CCN(CC)CCNC(=O)c1ccc(N2CCCCC2)c(NS(=O)(=O)c2ccc(C)cc2)c1
 : 26µM*, -15%, -1%

# Another view of part of the listing above.
Molecule	DT40 TDP1 CPT	N370S GC	FEN1 inh
c1ccc(-c2noc(CN3CCCC(OCc4ccccn4)C3)n2)cc1 (configuration not stated)	6%	-8%	3%
CCOc1ccc(C(NC(C)=O)c2cc(Cl)c3cccnc3c2O)cc1 (configuration not stated)	3.2µM*	/	-12%
CCOc1ccc(OCC(=O)OCC(=O)NNC(=O)c2ccc([N+](=O)[O-])cc2)cc1	1%	-20%	-4%
O=[N+]([O-])c1cccc(P(=O)(O)c2cccc([N+](=O)[O-])c2)c1	0%	-1%	-7%
NC(=O)[C@@H]1CC2(CC(c3cccc(NC(=O)[C@H]4CCC(=O)N4)c3)=NO2)CN1C(=O)COc1ccc(Cl)cc1 (some centres not stated)	-3%	6%	-4%
CCN1C(=O)/C(=C2\Sc3ccccc3N2CC)OC1=S	-19%	-2%	1%

# Additional structures.
# Second line of a record: DT40 TDP1 CPT, N370S GC, FEN1 inh
- CCc1cccc(CC)c1NC(=S)/C(=C(\[O-])c1ccc(Cl)s1)[n+]1ccccc1
 : 2.3µM*, 1%, -1%
- CC1CCCCN1C(=O)Cn1cnc2cc([N+](=O)[O-])ccc2c1=O (configuration not stated)
 : 15µM*, -3%, -6%
- O=C(NCC1CCCO1)c1cccc(S(=O)(=O)N2CCCCC2)c1 (configuration not stated)
 : -2%, -3%, -5%
- Cc1cc(C)nc(-n2nc(C)c(Oc3ccccc3O)c2C)n1
 : 1%, -16%, 4%
- COc1ccc(NC(=O)Cn2c(=O)n(-c3ccc(C)cc3)c(=O)c3c2cnn3C)cc1
 : -4%, /, 0%
- O=C(CCCSc1nc(-c2ccco2)cc(C(F)(F)F)n1)NCC1CCCO1 (configuration not stated)
 : ?, -1%, -2%
- O=C(CN1C(=O)NC2(CCc3ccccc32)C1=O)Nc1ccccc1Cl (configuration not stated)
 : -11%, /, 10%
- CCOC(=O)c1ccc(-n2c(C)ccc2C)cc1
 : -11%, 4%, 15%
- CC1CN(C(=O)c2cc(S(=O)(=O)N(C)c3ccc(F)cc3)ccc2Cl)CC(C)O1 (configuration not stated)
 : 2.3µM*, 7%, -2%
- O=c1[nH]c2ccsc2c(=O)n1CCO
 : 11%, -12%, 17%
- COc1ccc(S(N)(=O)=O)cc1C(=O)N(C)CC(=O)Nc1ccc(N2CCOCC2)cc1
 : -11%, 0%, 1%
- O=C(Cc1ccc(Br)cc1)NNC(=O)c1cccs1
 : -27%, /, 11%
- CC(C)=CCN1CCN(Cc2nc(C(C)C)cs2)CC1CCO (configuration not stated)
 : -3%, 3%, 2%
- COc1ccc(-c2c(-c3cc(OC)c(OC)c(OC)c3)noc2C)cn1
 : 0.58µM*, 1%, -19%&-11%
- Cc1ccc(S(=O)(=O)NCCC(=O)N2CCCCCCC2)cc1C
 : 12%, -8%, -4%
- COc1ccc(C(=O)NC(=S)NNC(=O)c2c(-c3ccccc3)noc2C)cc1
 : -14%, 0%, -2%
- CCc1ccc(Nc2ccc(S(=O)(=O)N3CCOCC3)cc2[N+](=O)[O-])cc1
 : ?, -6%, -8%
- COc1ccc(S(=O)(=O)NCCC(=O)OCC(=O)c2ccc[nH]2)cc1[N+](=O)[O-]
 : -9%, /, 2%
- NS(=O)(=O)c1ccc(NC(=O)CCC(=O)c2ccc(Cl)s2)cc1
 : -9%, 1%, -1%
- Clc1ccc2[nH]c3c(c2c1)CNCC3
 : -8%, 8%, 0%
- CCN(CCCNC(=O)c1cn(CC)c2ccc(S(=O)(=O)N(C)C)cc2c1=O)c1cccc(C)c1
 : ?, 20%, 10%
